Screening results as filed in PubChem BioAssay.
MC4R antagonist: MC4R antagonists of cAMP signaling, primary screen, cell-based, TR-FRET, antagonist arm of biased-ligand search. MC4R-expressing cells, MTII-stimulated cAMP, LANCE TR-FRET. 0.48% of 360,000 active. Melanocortin receptor 4 (Homo sapiens), P32245. inhibition, % at 6.5 µM;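 active means inhibition above its plate's cutoff, the mean of tested wells on that plate plus 3 SD, cut at about 29% in these data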;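 further: 0% = Melanotan II alone and 100% = Melanotan II plus saturating MCL0020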
Target sequence (P32245 whole entry, looked up): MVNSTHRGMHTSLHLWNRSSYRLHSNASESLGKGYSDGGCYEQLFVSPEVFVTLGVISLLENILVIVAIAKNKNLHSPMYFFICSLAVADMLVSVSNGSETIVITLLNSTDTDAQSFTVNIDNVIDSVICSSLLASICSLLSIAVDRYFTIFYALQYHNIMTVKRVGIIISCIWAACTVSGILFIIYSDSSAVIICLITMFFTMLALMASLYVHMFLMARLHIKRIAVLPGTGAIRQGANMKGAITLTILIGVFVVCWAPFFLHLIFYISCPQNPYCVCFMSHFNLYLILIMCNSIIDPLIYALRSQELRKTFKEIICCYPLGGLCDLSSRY
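system = U2OS cells with stable human MC4R expression | also added = Melanotan II challenge after compound preincubation | dosing = one concentration, 6.5 µM nominal | incubation = compound 30 min, challenge 1 h, detection 1 h | measured by = TR-FRET with Eu-cAMP and labeled anti-cAMP, 671 nm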
COUP-TFII inh: NR2F2 transcriptional activity inhibitors, primary screen, cell-based, luciferase reporter, HEK293T, luminescence. COUP transcription factor 2 (Homo sapiens), P24468. HEK293T NGFI-A luciferase reporter. inhibition, % at 8.6 µM. 0.7% of 370,000 active;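 active means inhibition above a per-plate cutoff, mean inhibition of test wells between control levels plus 3 SD, cut at about 38% in these data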;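 further: cells cotransfected with COUP-TFII expression vector driving the NGFI-A reporter; 0% = median of COUP-TF2 test wells and 100% = reporter-only cells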
Target sequence (P24468 whole entry, looked up): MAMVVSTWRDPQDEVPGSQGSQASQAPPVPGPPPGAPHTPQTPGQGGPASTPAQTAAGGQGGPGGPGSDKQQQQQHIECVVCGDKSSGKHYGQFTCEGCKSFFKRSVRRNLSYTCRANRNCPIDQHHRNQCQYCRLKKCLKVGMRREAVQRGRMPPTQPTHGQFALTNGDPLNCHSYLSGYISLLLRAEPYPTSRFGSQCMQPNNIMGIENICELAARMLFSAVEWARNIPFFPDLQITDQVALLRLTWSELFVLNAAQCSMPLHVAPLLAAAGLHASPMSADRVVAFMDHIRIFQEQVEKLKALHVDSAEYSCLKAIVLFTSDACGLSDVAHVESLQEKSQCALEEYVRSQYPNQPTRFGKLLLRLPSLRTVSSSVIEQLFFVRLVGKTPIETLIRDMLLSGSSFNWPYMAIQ
SRC3 inh: SRC3 coactivator transcriptional activity inhibitors, primary screen, cell-based, luminescence; Nuclear receptor coactivator 3 (Homo sapiens), Q9Y6Q9; HEK293 GAL4-SRC3 luciferase reporter; 0.17% of 360,000 active; AID 588352, 2011; inhibition, % at 3.6 µM;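 active means inhibition above a per-campaign cutoff, the mean of all compounds plus 3 SD, cut at about 60% in these data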;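 further: 0% = DMSO-treated cells and 100% = gossypol-treated cells at 36 µM; higher means less SRC3-driven luciferase light from the GAL4 reporter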
TLR9-MyD88 block: inhibitors of TLR9-MyD88 association in cells, primary screen, cell-based, CHO, BLA complementation, fluorescence. Toll-like receptor 9 (Homo sapiens) + Myeloid differentiation primary response protein …. CCF4 FRET ratio. inhibition, % at 4.98 µM. 0.21% of 340,000 active;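 active means inhibition above the mean over all tested compounds plus 3 SD, cut at about 21% in these data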;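 further: 0% = DMSO only wells and 100% = clavulanate BLA inhibitor control wells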
ABHD5 PLIN5 PPI: ABHD5-PLIN5 interaction inhibitors, primary screen, cell lysate, split luciferase complementation, luminescence. Split G. princeps luciferase complementation, 4 h. inhibition, % at 4 µM. 0.78% of 360,000 active. AID 602281, 2012;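 active means inhibition above the mean inhibition across every tested compound plus 3 SD, cut at about 22% in these data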;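 further: 0% = DMSO only wells and the 100% control is not disclosed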
NOD2-RIPK2 inh: NOD2-RIPK2 binding disruptors in cells, primary screen, fluorescence, CHO cells, BLA complementation | Receptor-interacting serine/threonine-protein kinase 2 (Homo sapiens), O43353 | CCF4 ratio | inhibition, % at 4.98 µM | 0.38% of 360,000 active; in the data active means inhibition above about 21%;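 further: 0% = vehicle only and 100% = reference blocker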
MC4R barr agon: MC4R agonists recruiting beta-arrestin, primary screen, cell-based, luminescence, agonist arm of biased-ligand search; Melanocortin receptor 4 (Homo sapiens), P32245; U2OS MC4R beta-arrestin complementation; percent of melanotan II response, DMSO zero; activation, % at 8.9 µM; 0.98% of 360,000 active;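 active means activation above a per-plate cutoff, the mean activation of sample wells on that plate plus 3 SD, cut at about 8% in these data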
LRH-1 inv ag: LRH-1 (NR5A2) inverse agonists, primary screen, cell-based, luminescence, HEK293T, StAR-luciferase reporter. Nuclear receptor subfamily 5 group A member 2 (Homo sapiens), O00482. LRH-1 transfected, 24 h. inhibition, % at 3.6 µM. 0.13% of 360,000 active. AID 602396, 2012;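 active means inhibition above the mean inhibition of all tested compounds plus 3 SD, cut at about 73% in these data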;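 further: 0% = DMSO wells and 100% = reporter-only cells lacking LRH-1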
SRC2 inh: inhibition of GAL4-SRC2 driven luciferase reporter, primary screen, SRC2 inhibitor project, cell-based, luminescence | Nuclear receptor coactivator 2 (Homo sapiens), Q15596 | HEK293 GAL4-SRC2 luciferase reporter | inhibition, % at 9 µM | 0.17% of 370,000 active | AID 651957, 2012;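 active means inhibition above the mean inhibition of all tested compounds plus 3 SD, set per campaign, cut at about 52% in these data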;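 further: 0% = DMSO treated cells and 100% = cells given Gossypol at 36 µM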
LMP1 NFkB inh: EBV LMP1-driven NF-kappaB luciferase reporter inhibitors, primary screen, cell-based, luminescence, single point | LMP1-induced NF-kappaB luciferase reporter cells | inhibition, % at 12.5 µM | 0.69% of 350,000 active; in the data active means inhibition above about 41%;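 further: 0% = neutral control wells and 100% = reference inhibitor control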
SRC1 inh: SRC1 coactivator transcriptional activity inhibitors, primary screen, cell-based, luminescence. Nuclear receptor coactivator 1 (Homo sapiens), Q15788. HEK293 GAL4-SRC1 luciferase reporter. inhibition, % at 3.6 µM. 0.12% of 360,000 active;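 active means inhibition above the campaign mean plus 3 SD, with each screening campaign given its own cutoff, cut at about 60% in these data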;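 further: 0% = DMSO treated cells and 100% = gossypol at 36 µM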
* hit, by the source's call; nt = no result given. This is a subset, so the mix of outcomes need not match the whole.

SMILES | MC4R antagonist | COUP-TFII inh | SRC3 inh | TLR9-MyD88 block | ABHD5 PLIN5 PPI | NOD2-RIPK2 inh | MC4R barr agon | LRH-1 inv ag | SRC2 inh | LMP1 NFkB inh | SRC1 inh
COc1ccc(OC)c(CCNC(=O)CC2(CC3=NS(=O)(=O)c4ccccc4N3)CCCC2)c1 | 7 | 17 | 12 | 8 | 1 | -16 | 1.1 | 19 | -2 | -3 | 14
C=CCNc1nc(N2CCCCC2)c(C#N)c2c1CN(Cc1ccccc1)CC2 | 11 | 10 | 2 | 3 | -28 | -5 | -1.5 | -2 | 10 | -6 | -34
CC1CCN(CCCNC(=O)c2cc3sccc3n2C)CC1 | 4 | -12 | 10 | -3 | -1 | -2 | -1.2 | -2 | -1 | -8 | -8
COc1ccccc1CC(NC(C)=O)C(=O)NC1CCN(C(=O)Nc2cccc(F)c2)CC1 (stereo unspecified) | 2 | -1 | 7 | 1 | -9 | 0 | -1.0 | -21 | -4 | 2 | 22
Cc1cc(C(=O)COc2ccc(Cl)cc2Br)c(C)n1C | -6 | 1 | -1 | 1 | 16 | -4 | 0.7 | -47 | -31 | -6 | 4
Cc1csc(NC(=O)C2CCCO2)n1 (stereo unspecified) | -3 | 6 | -4 | -4 | -1 | -11 | -1.6 | -16 | 21 | 1 | -17
CCOC(=O)C(=CNc1cc(C(F)(F)F)ccc1N1CCOCC1)C(=O)OCC | 4 | -6 | 9 | -3 | 0 | 6 | 2.4 | 11 | 8 | 10 | 4
COc1ccc(CN(C)Cc2c(O)ccc3ccccc23)cc1 | -5 | 3 | 11 | -9 | 5 | -6 | -0.9 | 28 | -1 | -2 | -7
Cc1cccc(-c2noc(CN(C(C)C)S(=O)(=O)c3ccc(F)cc3)n2)c1 | 5 | 7 | 21 | -12 | -6 | -14 | -1.1 | 10 | 7 | 4 | 6
O=C(CCC(=O)N1CCN(S(=O)(=O)c2ccc(Cl)cc2)CC1)NCc1cccc(C(F)(F)F)c1 | 4 | 53* | 7 | -4 | -8 | -5 | -1.0 | 2 | 23 | 1 | 3

Exported with values under each structure: entries from further up
Sequence of screens: MC4R antagonist, COUP-TFII inh, SRC3 inh, TLR9-MyD88 block, ABHD5 PLIN5 PPI, NOD2-RIPK2 inh, MC4R barr agon, LRH-1 inv ag, SRC2 inh, LMP1 NFkB inh, SRC1 inh
CCOC(=O)C(=CNc1cc(C(F)(F)F)ccc1N1CCOCC1)C(=O)OCC
→ 4, -6, 9, -3, 0, 6, 2.4, 11, 8, 10, 4
Cc1cccc(-c2noc(CN(C(C)C)S(=O)(=O)c3ccc(F)cc3)n2)c1
→ 5, 7, 21, -12, -6, -14, -1.1, 10, 7, 4, 6
C=CCNc1nc(N2CCCCC2)c(C#N)c2c1CN(Cc1ccccc1)CC2
→ 11, 10, 2, 3, -28, -5, -1.5, -2, 10, -6, -34
O=C(CCC(=O)N1CCN(S(=O)(=O)c2ccc(Cl)cc2)CC1)NCc1cccc(C(F)(F)F)c1
→ 4, 53*, 7, -4, -8, -5, -1.0, 2, 23, 1, 3
Cc1cc(C(=O)COc2ccc(Cl)cc2Br)c(C)n1C
→ -6, 1, -1, 1, 16, -4, 0.7, -47, -31, -6, 4
COc1ccc(CN(C)Cc2c(O)ccc3ccccc23)cc1
→ -5, 3, 11, -9, 5, -6, -0.9, 28, -1, -2, -7

Remaining list, next part.
SMILES | MC4R antagonist | COUP-TFII inh | SRC3 inh | TLR9-MyD88 block | ABHD5 PLIN5 PPI | NOD2-RIPK2 inh | MC4R barr agon | LRH-1 inv ag | SRC2 inh | LMP1 NFkB inh | SRC1 inh
O=S(=O)(NCc1ccccc1)c1ccccc1NCc1ccc(Cl)cc1 | 0 | 3 | -7 | 3 | -6 | -6 | 4.5 | -15 | 5 | 1 | 5
COC(=O)Cc1coc2cc(OC)ccc12 | -2 | -11 | -15 | 2 | 6 | -7 | -0.6 | -19 | -18 | -8 | -10
COc1cnn(-c2ccccc2)c(=O)c1SCc1ccc(Cl)c(Cl)c1 | -12 | 9 | 25 | 0 | -2 | -8 | -1.9 | 19 | 10 | 2 | -12
CCN(CC)CCOC(=O)c1c(C)n(C)c2ccc(OC)cc12 | -3 | 6 | 5 | 6 | -2 | 3 | -0.6 | -3 | -6 | 3 | 0
C/C(=N/NC(=O)c1nnn(-c2nonc2N)c1-c1ccccc1)c1ccc2c(c1)OCO2 | 11 | -2 | -8 | 6 | 1 | -2 | 1.1 | 3 | -37 | 5 | 3
COc1ccc(Cl)cc1NC(=O)CN(C)C(=O)/C=C/c1ccco1 | -1 | 5 | -20 | 6 | 15 | -3 | -2.5 | 1 | 14 | -8 | 0
CCCc1c(C)nc2ccc(OC)cc2c1SCCC(=O)O | 10 | 3 | -8 | 0 | 0 | -2 | -1.3 | 1 | -2 | 0 | 1
CSc1cccc(NC(=O)C(C)NS(=O)(=O)c2ccc(F)cc2)c1 (stereo unspecified) | 1 | -4 | 5 | -5 | -5 | -1 | -1.8 | 10 | -8 | -29 | 2
Clc1ccc(-c2nn3cnnc3s2)c(Cl)c1 | 3 | -10 | -2 | -2 | 3 | -6 | -2.3 | -15 | -8 | -2 | 12
CCC(=O)Nc1ccc(S(=O)(=O)NC[C@H]2O[C@@H](n3cnc4c(=O)[nH]c(N)nc43)[C@H](O)[C@@H]2O)cc1 | nt | -21 | 21 | nt | 10 | 10 | nt | 12 | 4 | nt | 8
CCC(C)(C)NC(=O)/C=C/c1cnc2ccccc2n1 | 11 | -22 | -42 | -5 | 2 | 6 | -1.6 | -58 | -26 | 6 | -59
c1cncc(CNc2ncnc3sc4c(c23)CCC4)c1 | 2 | 10 | 42 | -5 | 1 | -7 | -3.6 | -30 | 33 | 4 | 22
O=C(CSc1nnc(-c2cccnc2)n1Cc1ccco1)c1ccc2ccccc2c1 | 0 | -4 | -7 | 1 | 65* | -10 | -1.7 | 3 | -3 | 4 | -16
CC1=C(C(=O)N2CCOCC2)CC(CC(=O)NCCN2CCOCC2)C(=O)N1Cc1ccc(C(C)(C)C)cc1 (stereo unspecified) | 0 | 8 | -4 | 3 | -8 | 0 | -0.2 | 13 | -18 | -1 | 24
Cc1ccc(C)c(OCCC(=O)OCC(=O)NC2CCCC2)c1 | -4 | -5 | -9 | 6 | -1 | 6 | -3.8 | 9 | 5 | 8 | -26
COc1ccc(OC)c(NC(=O)c2nnn(CC(=O)Nc3ccc4c(c3)OCO4)c2N)c1 | -5 | nt | -6 | 2 | -4 | -12 | 1.0 | 9 | nt | 2 | -5
CCCCN(C)CCNC(=O)CCn1nc(-c2ccc(C)cc2)ccc1=O | 12 | -7 | -9 | -6 | 8 | -12 | -1.6 | -8 | -15 | -4 | -4
O=C(CCCCC(=O)NNC(=O)COc1ccccc1)NNC(=O)COc1ccccc1 | -1 | 13 | 11 | 0 | 4 | -12 | -2.2 | 0 | -37 | 1 | 16
CC(C)CC(C(=O)O)N1C(=O)[C@@H]2[C@H](C1=O)[C@@H]1C[C@H]2C(Br)C1Br (stereo partly specified) | 19 | 9 | 15 | -12 | -1 | 0 | -1.0 | 16 | -3 | -5 | 6
O=C(Nc1ccc(NC(=O)C2CC2)nc1)c1ccncc1 | 9 | -11 | 13 | -5 | 0 | -8 | -2.0 | 7 | -12 | -2 | -3
COC(=O)c1ccc(Nc2cc(C)nc3nc(C)nn23)cc1 | 5 | 13 | 18 | -11 | 6 | 4 | -0.9 | 15 | 3 | 8 | 4
COc1cccc(Cn2nnc(C(=O)NCc3ccc4c(c3)OCO4)c2N)c1 | -14 | 9 | -5 | 0 | -1 | 9 | -0.7 | -5 | -18 | -6 | -2
O=C(NCC(=O)N1CCN(c2ccccc2F)CC1)c1cccs1 | 5 | -28 | -10 | -12 | -3 | 0 | -2.9 | -43 | -46 | -14 | -27
COc1ccc(C(=O)CCN2CCC(C)CC2)cc1 | 31* | -7 | 1 | -2 | 4 | -8 | -1.9 | 12 | 9 | 6 | 13
O=C(O)Cn1c(=O)c2c(c3ccccc31)CCC2 | 1 | -17 | -41 | -4 | 0 | -10 | -1.7 | 19 | 3 | 0 | 2
COC(=O)[C@@H](C)NC(=O)c1ccc2oc(CCc3ccccc3)nc2c1 | 23 | -43 | -44 | -4 | 1 | 8 | 0.3 | -59 | -76 | -15 | -99
Cc1ccccc1NC(=O)C(C)OC(=O)CCC(=O)c1ccccc1 (stereo unspecified) | -2 | 25 | 12 | 9 | 9 | 4 | 1.1 | 22 | -2 | 6 | 8
COc1ccc2nc(N3CCCC(C(=O)NCCc4ccc(OC)c(OC)c4)C3)sc2c1 (stereo unspecified) | 8 | -14 | -32 | 16 | 11 | 0 | 0.4 | -54 | -30 | -18 | -65
COc1ccc(-c2nc(SCc3ccccc3)n(C(=O)c3ccco3)n2)cc1 | 0 | -7 | 6 | 3 | 7 | 6 | -1.0 | 9 | 1 | 7 | 3
O=C(O)C1(c2ccccc2)CCN(S(=O)(=O)c2cccs2)CC1 | 3 | -1 | 11 | 6 | -2 | -5 | 0.4 | 1 | -38 | 2 | -1
CC12CCC(C(=O)N/N=C/c3ccc(O)cc3O)(OC1=O)C2(C)C (stereo unspecified) | 13 | -28 | 42 | 6 | -3 | 3 | 2.1 | 5 | 10 | 18 | 25
Cc1cc(C)c(C(=O)Nc2ccc3c(c2)OCCO3)c(C)c1 | 9 | -39 | -49 | 3 | 1 | 3 | -1.0 | -55 | -49 | -22 | -24
